# aSyn rescue = rescues yeast growth from alpha-synuclein toxicity; Yeast expressing alpha-synuclein, growth rescue, BacTiter-Glo, 24 h; Potency, µM (titrated, usually from 46.1 µM), inactives show at the highest dose growth rescue (activation), hits mostly activators; hit rate 0.14% among 370,000; note: potency is the fitted concentration of half-maximal effect; % of control where 0% means no effect; nearly all actives have a fitted effect of over 65% in size
#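 Galactose-induced alpha-syn yeast (OD600=0.02, raffinose-pregrown) + pinned cpd, 24 hr, 30 deg C; growth by BacTiter-Glo luminescence. Growth restoration scores as activation.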
# Abeta yeast res = compounds reversing amyloid beta toxicity in yeast | yeast expressing A-beta42, growth rescue, OD600, 48 h; response scale: 0% DMSO, 100% iron-clioquinol control | Potency, µM (top dose mostly 46.1 µM), for inactives: at the highest dose growth rescue, most hits filed as activators | hit rate 0.063% among 410,000 | AID 1347071; note: potency is the fitted concentration of half-maximal effect; nearly all actives have a fitted effect of over 55% in size
#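 Yeast A-beta toxicity model in growth medium with pinned compounds, 48 h at 30 C; growth read as absorbance at 600 nm. Normalized to FeCl3/clioquinol equimolar mix (positive) and DMSO (negative).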
# GLP-1R agonist = agonists of human GLP-1 receptor; P43220; HEK293 GLP-1R CRE-luciferase, luminescence, 4-6 h; cells express a hypersensitive GLP-1R form; Potency, µM (doses to about 45.6 µM), for the others: at the top dose activation, hits mostly activators; hit rate 0.007% among 380,000; AID 624172; note: potency is the fitted concentration of half-maximal effect; % of control where 0% means no effect
# Akt phos inh = inhibitors of Akt phosphorylation. Neuro2A IGF-stimulated pAkt S473 HTRF, 20 min; stronger effect = lower value. activity change, % for hits at 50 µM. hit rate 0.32% among 360,000; in the data active = activity change below about -80%; inconclusive = mostly about -51% to -80%; note: % is set by controls: 0 for no effect and ±100 for the full control effect
#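 Single-point screen (50 µM final compound) in Neuro2A cells stimulated 20 min with 6 nM IGF at 37 deg C. After lysis, Ser473-phosphorylated Akt read by HTRF (ex 330 nm, em 615/665 nm) as the 665/615 ratio.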
# PTHR1 ag = activates the human parathyroid hormone receptor PTHR1 | hit rate 0.075% among 410,000 | HEK293 GP2 PTHR1 cells, GloSensor cAMP luminescence, 1 h | Q03431 | Potency, µM (top dose mostly 115 µM), without a hit: at the highest dose activation, usual class: activators; note: potency is the fitted concentration of half-maximal effect; nearly all actives have a fitted effect of over 55% in size; some results filed as inactive show a strong effect at the top dose; inactives centre near -15; many of its hits are not listed in these tables
# Target sequence (Q03431 whole entry, looked up): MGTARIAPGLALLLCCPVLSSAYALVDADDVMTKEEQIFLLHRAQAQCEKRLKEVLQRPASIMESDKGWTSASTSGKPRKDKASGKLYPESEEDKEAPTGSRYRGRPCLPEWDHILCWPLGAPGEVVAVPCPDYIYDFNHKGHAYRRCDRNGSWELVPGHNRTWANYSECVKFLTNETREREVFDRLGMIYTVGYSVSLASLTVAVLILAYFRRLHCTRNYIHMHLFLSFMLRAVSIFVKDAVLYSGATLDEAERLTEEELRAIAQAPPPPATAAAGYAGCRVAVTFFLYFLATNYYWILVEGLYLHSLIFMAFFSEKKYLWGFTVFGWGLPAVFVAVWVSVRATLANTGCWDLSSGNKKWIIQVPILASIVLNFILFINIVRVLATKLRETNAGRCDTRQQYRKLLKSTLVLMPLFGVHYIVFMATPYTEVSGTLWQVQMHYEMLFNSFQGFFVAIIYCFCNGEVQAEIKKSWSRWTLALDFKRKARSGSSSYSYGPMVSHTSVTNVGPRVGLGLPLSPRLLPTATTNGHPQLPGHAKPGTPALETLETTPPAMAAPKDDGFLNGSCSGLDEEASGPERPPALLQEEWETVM
#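 HEK-293-derived GP2 cells expressing PTHR1 and a GloSensor cAMP reporter, 3,000/well, plated overnight, given luciferin plus IBMX (each 0.5 mM as added) for 1 h at 37 °C, then compound for 1 h at 37 °C. Luminescence was read after 15 min at room temperature.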
# FUS yeast rescue = FUS proteinopathy suppression in yeast | S. cerevisiae FUS-expressing, growth rescue, OD600, 24 h | Potency, µM (doses to about 76.6 µM), without a hit: at the top dose growth rescue (activation), most hits filed as activators | hit rate 0.24% among 390,000;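 note: potency is the fitted concentration of half-maximal effect; plate controls were DMSO vehicle for no effect and reference control for full effect; nearly all actives have a fitted effect of over 55% in size; some results filed as inactive show a strong effect at the top dose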
#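 Compound concentration series was pinned onto galactose-induced FUS-expressing yeast seeded at OD 0.005. Plates sat 24hr at 30C; absorbance at 600 nm gave growth. DMSO served as background control.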
# DRD3 antagonist = D3 dopamine receptor (human) antagonism. hit rate 2.5% among 360,000. D3R cells, DiscoveRx beta-arrestin luminescence, antagonist mode; stronger effect = lower value. max response, negative = inhibition, %. P35462. AID 652054; in the data active = max response below about -50%; inconclusive = no clear call, values can overlap the other calls; note: % is set by controls: 0 for no effect and ±100 for the full control effect; mostly tested at two doses, the higher about 12 µM
# Target sequence (P35462 whole entry, looked up): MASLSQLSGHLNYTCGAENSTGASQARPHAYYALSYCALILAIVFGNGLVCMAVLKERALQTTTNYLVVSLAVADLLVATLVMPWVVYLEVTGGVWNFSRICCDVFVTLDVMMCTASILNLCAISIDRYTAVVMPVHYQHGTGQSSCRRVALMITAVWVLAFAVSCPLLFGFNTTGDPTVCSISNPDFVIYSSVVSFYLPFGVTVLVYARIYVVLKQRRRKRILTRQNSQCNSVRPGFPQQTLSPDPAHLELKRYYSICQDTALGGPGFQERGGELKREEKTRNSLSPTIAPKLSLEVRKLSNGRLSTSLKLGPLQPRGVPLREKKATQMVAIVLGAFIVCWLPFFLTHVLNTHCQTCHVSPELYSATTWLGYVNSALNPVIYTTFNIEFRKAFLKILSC
#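 Cells plated overnight at 1500 cells/well, then exposed to library compounds with dopamine controls for 90 minutes at 37 degrees C. DiscoveRx reagent added for 30–60 minutes at room temperature; luminescence read, quantitative HTS format.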
# TDP43 rescue = rescues yeast growth from TDP-43 toxicity. TDP-43 expressing yeast growth rescue, BacTiter-Glo, 24 h. Potency, µM (top dose mostly 46.1 µM), for the others: at the top dose growth rescue (activation), hits mostly activators. hit rate 1.8% among 410,000; note: potency is the fitted concentration of half-maximal effect; % of control where 0% means no effect; nearly all actives have a fitted effect of over 50% in size
#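 Galactose-induced TDP-43 yeast, OD600=0.02, compound pinned; 24 hr, 30 deg C; BacTiter-Glo luminescence for growth. Inhibitors of TDP-43 toxicity read as activators.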
# GLP1R inv ag = GLP-1 receptor (human) inverse agonism; P43220; HEK293 GLP-1R CRE-luciferase, luminescence, 24 h; GLP-1R form is constitutively active; Potency, µM (top dose mostly 38.3 µM), inactives show top-dose activity change, negative = inhibition, usual class: inhibitors; hit rate 1.6% among 410,000; note: potency is the fitted concentration of half-maximal effect; % is set by controls: 0 for no effect and ±100 for the full control effect; nearly all actives have a fitted effect of over 55% in size
#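 Inverse agonists were sought by their lowering of basal cAMP reporter luciferase output in HEK293 cells stably carrying constitutively active human GLP-1R, after 24 h compound treatment.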
# * = called active by the depositor; i = inactive; ? = inconclusive; nt = no result given; & = joins results of further samples; [ ] = remark or other dose. Unless noted, calls come from the whole dose curve; as a rule, active = well fitted curve in the direction sought with a large enough effect; inconclusive = small, poorly fitted or top-dose-only effect, or another doubt; inactive = no such curve, though single readings can be large; an effect the other way counts as inactive or inconclusive.
Structure	aSyn rescue	Akt phos inh	GLP-1R agonist	TDP43 rescue	DRD3 antagonist	GLP1R inv ag	PTHR1 ag	Abeta yeast res	FUS yeast rescue
Cc1ccc(NC(=O)c2ccc(S(=O)(=O)N3CCCC3)cc2)nc1	9%	i	18%	-13%	-6	-4%	-18%	-2%	19%
COc1ccccc1CCn1cnc2c3cc(C)ccc3n(C)c2c1=O	15%	i	3%	14%	-12	?	-4%	3%	-1%
CCOc1ccc(C(=O)Nc2c(C(=O)Nc3ccccc3OC)oc3ccccc23)cc1OCC	nt	nt	nt	3%	nt	39%[activator]	9%	-12%	-10%
c1ccc(Nc2c3c(nc4ncnn24)CCC3)cc1	3%	i	?	10%	15	54%[activator]	-4%[57.5 µM]	13%	38%
CCOc1nc(NC2CCCC2)nc(N2CCC(C)CC2)n1	-15%	i	14%	18µM*	19	?	i	?	6%
CCOc1ccc(NC(=O)CSc2cc(C)c3ccccc3n2)cc1	nt	nt	nt	19%	nt	1%	i	-35%[inhibitor]	-2%
CN(C(=O)c1cccc(NC(=O)Cc2ccc(NC(=O)C3CCN(C(=O)C4CCCC4)CC3)cc2)c1)C1CCCC1	-1%	i	7%	-10%	1	6%	-11%	6%	?
COc1ccc(S(=O)(=O)N[C@@H]2C=C[C@@H](CC(=O)N3CCc4ccccc4C3)O[C@@H]2CO)cc1	0%	i	nt	?	0	5%	-15%	-3%	8%
CCCOc1ccc(C2C(C(=O)c3ccc(C)o3)=C(O)C(=O)N2Cc2ccco2)cc1 (stereo not given)	8%	i	0%	16%	-7	-7%	i	7%	?
CCOC(=O)[C@]12CCC=C1N(Cc1cccc3ccccc13)C(=O)[C@H](CC(=O)N1CCN(C(=O)C3CC3)CC1)C2	10%	i	-3%	0%	9	-1%	i	0%	?
Cc1ccc(NC(=O)COC(=O)C2CC(=O)N(Cc3ccccc3)C2)cc1S(=O)(=O)N(C)C (stereo not given)	-8%	i	0%	5%	-22	20%	-6%	-14%	-2%
Cc1ccc(OC(=O)c2c(C)nn(-c3ccccc3)c2C)cc1	-18%	i	8%	11%	-3	?	-27%	-42%[inhibitor]	26%
CCN(CC)C(=O)c1cccc(-c2csc(C(NC(C)=O)c3cccc(OC)c3)n2)c1 (stereo not given)	-5%	i	-5%	13%	-19	?	-11%	-6%	?
COC(=O)NN1C(=O)C(c2ccccc2)=C(c2ccc(Cl)cc2)C1=O	0%	i	4%	?	-7	-11%	-20%	-17%	-2%
CCCN1CNc2c(c(=O)[nH]c(=S)n2-c2ccc(Cl)cc2)C1	-4%	i	-2%	15%	-13	10%	i	-15%	12%
COc1ccc2c(c1)c1c(c(=O)n(Cc3ccccc3)c(=O)n1Cc1cc(C)ccc1C)n2C	nt	nt	-1%	21%	nt	13%	i	-2%	2%
CC(C)(C)OC(=O)N1CCC(c2c(C(=O)NCc3cccs3)cnn2-c2ccc(F)cc2F)CC1	nt	nt	nt	-14%	nt	?	16%	0%	?
COc1cc(/C=C/CNC[C@H]2O[C@@H](n3cnc(C(N)=O)n3)[C@H](O)[C@@H]2O)ccc1O	0%	i	-4%	13%	-25	2%	-22%	2%	-6%
Cn1c(CNC(=O)Nc2cccc(Cl)c2)nnc1SCc1ccccc1	-2%	i	0%	-9%	?	?	-6%[57.5 µM]	-8%	2%
Cc1ccc(-n2c(SCC(=O)N/N=C/c3c(C)nn(-c4ccccc4)c3C)nc3ccccc3c2=O)cc1	-3%	i	-7%	-4%	-26	-16%	i	-25%	15%
CCOc1ccc(OCC(=O)N2CCN(S(=O)(=O)c3ccccc3)CC2)cc1	-9%	i	-7%	3%	-4	-24%	-5%	-6%	-23%
Cc1cccc(N2CCN(C(=O)CCNC(=O)Cn3ccc4ccccc4c3=O)CC2)c1C	2%	i	-8%	17%	10	0%	-22%[57.5 µM]	16%	26%
Cn1c(-c2ccccc2)cnc1SCc1nc2ccccc2c(=O)[nH]1	-6%	i	-3%	25%	24	-15%	-44%[inhibitor][57.5 µM]	6%	5%
Cc1cc2nc(-c3ccco3)cc(C(F)(F)F)n2n1	-6%	i	3%	11%	-23	32%[activator]	i	-16%	-7%
CC(=O)c1ccc(S(=O)(=O)N2CCN(CC(=O)Nc3ccnn3C3CCCC3)CC2)cc1	-1%	i	26%	10%	10	6%	-7%	15%	-5%
CCOc1ccc(NC(=O)C2CCN(S(=O)(=O)c3cc(-c4noc(C)n4)ccc3C)CC2)cc1	nt	nt	nt	-15%	nt	4%	-16%	-5%	6%
Cc1cc([N+](=O)[O-])ccc1NC(=O)C[n+]1ccc(N(C)C)cc1	-3%	i	-2%	-13%	-14	2%	-12%	1%	1%
COC(=O)c1ccc(CN2C(=O)NC3(CCCCC3)C2=O)cc1	4%	i	18%	7%	-4	61%[activator]	i	3%	-23%
CCCNC(=O)/C=C/c1ccc(S(=O)(=O)Nc2ccccc2OC)cc1	2%	i	10%	-3%	3	-26%	-12%	-1%	20%
C=CCNC(=O)c1c2c(nc3ccccc13)-c1ccccc1CC2	-4%	i	0%	13%	44	?	-12%	-18%	4%

# (further entries)
Structure	aSyn rescue	Akt phos inh	GLP-1R agonist	TDP43 rescue	DRD3 antagonist	GLP1R inv ag	PTHR1 ag	Abeta yeast res	FUS yeast rescue
Cc1cccc(C(=O)NCc2nnc(SCC(=O)Nc3ccccc3F)n2-c2ccccc2)c1	nt	nt	nt	5%	nt	-2%	i	-7%	27%
CN(C)S(=O)(=O)c1cccc(C(=O)NCCc2ccccc2)c1	-13%	i	-20%	17%	-19	?	-15%	16%	-8%
Cc1ccc(CNC(=O)CCSCc2cccc(F)c2)cc1	8%	i	9%	6%	4	?	i	18%	-5%
CN(CC(=O)NCc1ccccc1Cl)S(=O)(=O)c1ccc2c(c1)n(C)c(=O)c(=O)n2C	-2%	i	2%	-9%	9	18%	-2%	-7%	9%
Cc1ccc(-n2ccnc2SCC(=O)N(CC(C)C)C2CCS(=O)(=O)C2)c(C)c1 (stereo not given)	6%	i	5%	-2%	-18	-34%	-7%[57.5 µM]	11%	24%
COc1ccccc1-c1csc(C(C)(O)c2cccc(F)c2)n1 (stereo not given)	3%	i	15%	9%	0	?	i	27%	8%
O=S(=O)(Nc1ccc(S(=O)(=O)Nc2nccs2)cc1)c1ccc2c(c1)OCCO2	-2%	i	-6%	13%	-13	0%	-1%	-3%	13%
Cc1ccc(CNc2ccc3cc(S(=O)(=O)N4CCCCC4)ccc3n2)cc1	nt	nt	nt	-2%	nt	-3%	-12%	?	35%
COc1ccccc1NC(=O)CSc1nnc(C2CCCCC2)n1C	-2%	i	11%	-20%	?	-21%	i	-10%	13%
CN(C)c1ccc(CNc2nc(-c3ccco3)nn2S(=O)(=O)c2ccc(Cl)cc2)cc1	nt	nt	nt	-8%	nt	2%	i	-22%	-7%
O=C(NCc1cccs1)c1cnc(Cl)c(Cl)c1	4%	i	6%	27%	2	9%	i	2%	-13%
Cc1cccc(Oc2nc3ccccn3c(=O)c2/C=C(\C#N)C(=O)NC2CCS(=O)(=O)C2)c1 (stereo not given)	0%	i	-2%	0%	13	15%	i	16%	nt
c1ccc(-c2[nH]ncc2-c2nc3ccccc3[nH]2)cc1	1%	i	0%	-17%	-16	-3%	7%[57.5 µM]	9%	11%
CCCCOCC(O)CN1CCN(C(C)=O)CC1 (stereo not given)	-3%	i	0%	-19%	-21	5%	i	-6%	-14%
COc1cc(C(O)CO)ccc1OS(=O)(=O)O (stereo not given)	-9%&-1%	i	0%	-4%	-10	12%	-13%	-20%	-31%
COc1cccc2c1C(=O)C=C(C)C2=O	-29%	i	-7%	-11%	-29	?	-41%[inhibitor]	-83%[inhibitor]	-12%
O=C(c1cccc(F)c1)N1CCN(c2ccc([N+](=O)[O-])c3cccnc23)CC1	-2%	i	17%	?	-16	6%[0.307 µM]	-27%	-3%	33%
COc1ccccc1CNC(=O)CN1C(=O)NC(c2ccccc2)(c2ccc(C)c(C)c2)C1=O (stereo not given)	9%	i	-27%	-15%	-25	?	i	-9%	5%
CCc1noc(C)c1C(=O)NC1CCCc2c1cnn2-c1cc(C)cc(C)c1 (stereo not given)	2%	i	8%	0%	-3	?	-8%	-3%	6%
CC(C)(CNC(=O)c1ccc(Cl)c(S(=O)(=O)N2CCc3ccccc3C2)c1)N1CCOCC1	0%	i	13%	16%	1	?	-44%[inhibitor]	-3%	-3%
CC1CC(C)CN(S(=O)(=O)N2CCCC(C(=O)NCCc3ccc(Cl)cc3)C2)C1 (stereo not given)	6%	i	2%	7%	3	-25%	-22%	6%	6%
COc1ccc(CCNC(=O)NC23CC4CC(CC(C4)C2)C3)cc1	4%	i	1%	13%	20	0%	-48%[inhibitor]	-17%	12%
Cc1cc(C(F)(F)F)nn2cnnc12	1%	i	-1%	-19%[0.397 µM]	-3	52%[activator]	i	-24%	11%
COc1cc(/C=N/NC(=O)CCn2c3ccccc3c3ccccc32)cc(OC)c1OC	3%	i	-3%	16%	71	-9%	-79%[inhibitor]	7%	11%
Cc1ccc2oc(-c3cccc(NC(=O)c4cccc5c(Cl)cccc45)c3)nc2c1	nt	nt	nt	24%	nt	16%	-13%	3%	-5%
O=C(N/N=C/c1ccncc1)c1ccc(NC(=O)c2cccc(Cl)c2)cc1	1%	i	7%	0%	-7	9%	i	-7%	18%
CCOC(=O)CCCNC(=O)CCNC(=O)c1ccc(OCC)cc1	2%	nt	15%	-13%	30	?	-11%[57.5 µM]	21%	24%

# Screening results (PubChem)

# Not all compounds are listed, so the mix of outcomes need not match the whole.
